# All columns: NCI-60 one-dose screen, growth in % after 48 h at 10 µM unless noted; 100 = growth as untreated, 0 = no growth, -100 = all killed.
# SF-539: SF-539 CNS cancer | hit rate 6.8% among 81,000 | AID 1794752
# UO-31: UO-31 renal cancer; hit rate 5.2% among 81,000
# SN12C: SN12C renal cancer cells; hit rate 3.8% among 81,000; AID 1794767
# TK-10: TK-10 renal cancer cells; hit rate 3.9% among 81,000
# 786-0: 786-0 renal cancer cells | AID 1794775 | hit rate 5.1% among 81,000
# U251: U251 CNS tumor cells | hit rate 5.4% among 80,000
# DU-145: DU-145 prostate cancer. hit rate 4.2% among 81,000
# PC-3: PC-3 prostate cancer cells; hit rate 3.9% among 80,000
# SF-295: SF-295 CNS cancer cells. AID 1794758. hit rate 5.6% among 79,000
# Starred values were filed as active, the others as inactive; . = not tested or not shown; & = joins results of further samples. How the source made its calls: active means growth percent below 10; inactive means the rest.
SMILES,SF-539,UO-31,SN12C,TK-10,786-0,U251,DU-145,PC-3,SF-295
CC(C)(C)C1CCC(=O)CC1,108,95,105,120,104,108,112,103,.
N#C/C(=C\c1ccc([N+](=O)[O-])s1)c1nc2cc(Br)ccc2s1,-71*,-52*,-30*,4.3*,.,-21*,26,-49*,66
CC(=O)NC1C(O[C@H]2CC[C@]3(C)[C@H]4CC=C5[C@@H]6CC(C)(C)CC[C@]6(C(=O)OC6OCC(O)C(O)C6OC6OCC(O)(CO)C6O)[C@H](O)C[C@@]5(C)[C@]4(C)CC[C@H]3C2(C)C)OC(COC2OCC(O)C(O)C2OC2OCC(O)C(O)C2O)C(O)C1O (stereo partly drawn),104,75,105,124,85,105,122,88,115
COc1cc(/C=C/C(=O)c2sc(N)nc2C)cc(OC)c1O,107,96,98,101,102,101,106,72,99
COc1cc2nc(SCc3ccccc3)n(-c3ccc(Cl)cc3)c(=O)c2cc1OC,-84*,-39*,-11*,-39*,-57*,-73*,-10*,1.2*,-60*
NC1=C(Cl)C(=O)C(N)=C(Cl)C1=O,102,83,85,152,105,93,111,95,104
CCN1CC(C)(C)N(C(=O)c2ccccc2)CC1(C)C,130,100,103,113,114,99,108,111,83
CC(=O)Oc1ccc(/C(=C(\C)c2ccc(Cl)cc2)c2ccc(OCCN3CCCCC3)cc2)cc1,28,48,65,68,-36*,18,62,28,9.1*
COc1ccc(C(=O)Cc2ccccc2C(=O)O)cc1,103,99,95,128,118,98,107,92,97
O=c1oc2ccc(Br)cc2c(=O)n1-c1ccc(I)cc1F,1.3*,7.3*,-1.4*,7.6*,2.7*,0.9*,14,-0.1*,-61*
c1ccc(C2=NNC(c3cc(-c4cc5ccccc5o4)n(-c4ccccc4)n3)C2)cc1 (stereo not drawn),94,85,88,89,101,98,103,92,90
COc1ccc2ccccc2c1Cc1ccc(N(C)C)cc1,98,82,97,125,95,95,106,92,102
Cc1cccc(N2C(=O)/C(=C3\SC(=S)N(c4cccc(C)c4)C3=O)SC2=S)c1,95,79,96,92,106,99,108,93,105
CCSc1ccc(N=[N+]([O-])c2ccc(SCC)c(Cl)c2)cc1Cl,98,95,98,125,102,98,111,90,102
COc1ccc(C(=O)Nc2ncc(Cc3ccc(F)cc3)s2)cc1,-9.6*,40,25,64,28,29,16,28,9.8*
CC1NC(=S)NC(=O)/C1=C/c1cc(=O)oc2ccc(Cl)cc12 (stereo not drawn),104,86,98,106,100,99,110,82,98
O=c1[nH]c2ccccc2c(=O)n1CCCN1CCN(c2cccc(Cl)c2)CC1,106,86,101,106,97,105,117,81,95
O=C(COc1ccc(NC(=O)Nc2ccc(Cl)cc2)cc1)N/N=C/c1ccc(O)cc1,100,92,101,98,104,103,99,101,94
O=[N+]([O-])c1csc2ccccc12,97,65,99,104,120,102,120,97,102
C#CCOc1cc(N(CC)CC)ccc1C(C(=O)NC(C)(C)C)N(C(=O)C1CCc2cc(F)ccc2O1)c1cc(C)cc(C)c1 (stereo not drawn),53,23,31,50,36,19,58,13,34
CC(C)Cc1ccc(C[N+]23CN4CN(CN(C4)C2)C3)cc1,102,88,103,108,105,93,111,92,105
O=C1c2ccccc2C(=O)c2c(N=Nc3[nH]c(=O)[nH]c3O)cccc21,103,82,106,116,88,96,106,87,105
COc1ccc([N+](=O)[O-])c(C)n1,106,93,110,113,105,100,109,91,109
Cc1ccc(-c2cn(CC(=O)Nc3ccc4c(ccn4Cc4ccccc4)c3)nn2)cc1,110,93,96,122,127,113,116,98,102
CCC12C=C(c3ccccc3)C(C3C(=O)N(c4ccccc4)C(=O)C31)C1C(=O)N(c3ccccc3)C(=O)C12 (stereo not drawn),102,77,97,90,98,82,94,66,90
O=C1NC(=O)C(=Cc2cn(Cc3cn(Cc4cccc5ccccc45)nn3)c3ccccc23)C(=O)N1,90,59,81,79,99,86,97,82,67
Cc1sc2nc(NCCc3c[nH]c4ccc(F)cc34)[nH]c(=O)c2c1C,93,68,100,105,101,73,105,61,98
CC(C)(C)C(=O)/C=C/c1cccc(F)c1,102,93,99,101,109,89,113,94,99
O=c1c(Br)ccc(Br)cc1Br,15,.,4.4*,-44*,-29*,.,-72*,-25*,47
CC1(C)CC[C@]2(C(=O)O)CC[C@]3(C)C(=CC[C@@H]4[C@@]5(C)Cc6c([nH]c7ccccc67)C(C)(C)[C@@H]5CC[C@]43C)[C@@H]2C1,36,33,43,31,38,26,49,43,37
COc1cc(C#N)cc2[nH]c(=O)oc12,101,86,115,103,99,92,99,102,92
CCCc1nc2nc3c(c(C)nn3-c3ccccc3)c(-c3ccc(OC)cc3)c2c(=O)[nH]1,106,87,105,102,96,.,106,88,95
COc1ccc(N2CCC(=S)NC2=S)cc1,100,84,98,96,103,101,108,107,101
Cc1ccc(C(=O)/C(=C/c2ccc([N+](=O)[O-])cc2)SCc2ccc(Cl)cc2)cc1,112,48,70,91,52,-56*,87,63,83
COc1ccc(NC(=O)c2ccc(Cl)cc2Cl)cc1,99,96,101,88,93,92,95,99,102
O=C(Nc1ccccc1)Nc1ccc(OCc2ccc(F)cc2)cc1,103,82,96,107,98,96,94,88,119

# Sorted by SMILES length (largest number first): some entries from above.
SMILES,SF-539,UO-31,SN12C,TK-10,786-0,U251,DU-145,PC-3,SF-295
CC1(C)CC[C@]2(C(=O)O)CC[C@]3(C)C(=CC[C@@H]4[C@@]5(C)Cc6c([nH]c7ccccc67)C(C)(C)[C@@H]5CC[C@]43C)[C@@H]2C1,36,33,43,31,38,26,49,43,37
CCC12C=C(c3ccccc3)C(C3C(=O)N(c4ccccc4)C(=O)C31)C1C(=O)N(c3ccccc3)C(=O)C12 (stereo not drawn),102,77,97,90,98,82,94,66,90
O=C1NC(=O)C(=Cc2cn(Cc3cn(Cc4cccc5ccccc45)nn3)c3ccccc23)C(=O)N1,90,59,81,79,99,86,97,82,67
Cc1ccc(C(=O)/C(=C/c2ccc([N+](=O)[O-])cc2)SCc2ccc(Cl)cc2)cc1,112,48,70,91,52,-56*,87,63,83
CCCc1nc2nc3c(c(C)nn3-c3ccccc3)c(-c3ccc(OC)cc3)c2c(=O)[nH]1,106,87,105,102,96,.,106,88,95
Cc1ccc(-c2cn(CC(=O)Nc3ccc4c(ccn4Cc4ccccc4)c3)nn2)cc1,110,93,96,122,127,113,116,98,102
O=C1c2ccccc2C(=O)c2c(N=Nc3[nH]c(=O)[nH]c3O)cccc21,103,82,106,116,88,96,106,87,105
Cc1sc2nc(NCCc3c[nH]c4ccc(F)cc34)[nH]c(=O)c2c1C,93,68,100,105,101,73,105,61,98
O=C(Nc1ccccc1)Nc1ccc(OCc2ccc(F)cc2)cc1,103,82,96,107,98,96,94,88,119
COc1ccc(NC(=O)c2ccc(Cl)cc2Cl)cc1,99,96,101,88,93,92,95,99,102
CC(C)(C)C(=O)/C=C/c1cccc(F)c1,102,93,99,101,109,89,113,94,99
COc1ccc([N+](=O)[O-])c(C)n1,106,93,110,113,105,100,109,91,109
COc1ccc(N2CCC(=S)NC2=S)cc1,100,84,98,96,103,101,108,107,101
O=c1c(Br)ccc(Br)cc1Br,15,.,4.4*,-44*,-29*,.,-72*,-25*,47

# Remaining list, next part.
SMILES,SF-539,UO-31,SN12C,TK-10,786-0,U251,DU-145,PC-3,SF-295
CCOC(=O)CCN1C(=O)/C(=C/N2N=C(c3ccc(OC)cc3)CC2c2ccc(OC)cc2)SC1=S (stereo not drawn),84,89,94,68,83,64,100,102,96
O=S(=O)(Nc1ccc(I)cc1Cl)c1ccc(-c2cnc(C3CC3)o2)cc1,21,51,43,89,40,35,50,34,2.3*
S=C(Nc1ccccc1)Nc1ccc(Nc2ncnc3sc4c(c23)CCNC4)cc1,105,74,103,117,108,101,105,82,100
N#Cc1cccc(-c2nc(N)nc(Nc3ccccc3SSc3ccccc3Nc3nc(N)nc(-c4cccc(C#N)c4)n3)n2)c1,103,63,88,114,76,90,80,73,94
O=C(CN(CC(=O)c1ccccc1)Cc1ccccc1)c1ccccc1,97,63,87,97,102,70,106,56,88
C[C@@H]1CN(c2cccnc2F)C(=O)c2cc(COc3ccc(Cl)cn3)nn21,102,85,98,98,96,103,113,104,98
COc1cc2ncnc(Nc3ccc(F)c(Cl)c3)c2cc1OCC(=O)N1CCOCC1,98,52,80,21,79,102,57,94,91
Clc1ccc(/C=N/N=C(/c2ccccc2)c2ccc3nc(-c4ccc(Cl)cc4)[nH]c3c2)cc1,100,87,96,119,92,92,99,77,89
O=C1OC(c2ccc(-c3ccccc3)cc2)=C/C1=C/c1cccc([N+](=O)[O-])c1,96,79,100,97,139,99,105,104,89
C#CCOC(=O)/C=C/c1cn(-c2ccccc2)nc1-c1ccc(C)cc1,99,79,84,101,105,92,105,97,101
CCOC(=O)c1c2c(c(C)n1C)-c1oncc1CC2,81,93,113,109,88,111,113,93,98
CCN1CCN(/C=C2\SC(=S)NC2=O)CC1,95,95,89,106,101,105,125,106,102
CC(C)Sc1cc(=O)[nH]c(N)n1,104,83,100,93,103,96,111,.,103
CN1CCN(C(=O)CCN(C(=O)Oc2cc3c(c4ccccc24)[C@H](CCl)CN3C(=O)c2cc3cc(OCCCN4CCC4)ccc3[nH]2)[C@H]2CCSSC2)CC1,-94*,-38*,0.6*,-26*,-91*,-66*,-84*,-65*,-71*
NC(=O)NC(CCCN=C(N)N)C(=O)O (stereo not drawn),92,83,99,114,101,98,111,94,97
O=C(Nc1ccncc1)C(=O)c1cn(S(=O)(=O)c2cccc(F)c2)c2ccccc12,27,57,49,84,62,22,50,47,.
Cc1nnc(Nc2ccc(NC(=O)c3ccc(Cl)cc3)cc2)c2ccccc12,92,58,91,109,109,81,102,73,105
C=CCOC(=O)c1ccccc1,95&107,92&90,100&109,87&109,93&102,92&112,103&119,81&112,97&115
O=C1C=C(C(O)c2ccc(Cl)cc2)C(=O)c2ccccc21 (stereo not drawn),103,74,97,113,112,100,100,89,93
CCOC(=O)c1c(SC)nn(-c2cc(=O)[nH]c3ccc(C)cc23)c1N,99,70,107,110,98,106,96,96,97
COc1ccc(C(c2cc(OC)c(OC)c(OC)c2)N2CCN(Cc3ccccc3)CC2)cc1 (stereo not drawn),81,69,88,85,83,63,102,59,69
O=C(O)c1ccc(S(=O)(=O)O)o1,94&95,88&82,101&100,90&120,94&105,101&104,109&117,89&86,98&91
CN(C1c2ccccc2Oc2ccccc21)S(=O)(=O)c1ccc(Br)cc1,91,67,.,80,71,88,110,71,96
Nc1cc(O)cc(O)c1,92,98,.,87,94,104,103,97,95
CC(=O)Nc1cc(S(=O)(=O)O)cc2cc(S(=O)(=O)O)c(N=Nc3ccccc3)c(O)c12,105&105,83&94,98&106,98&110,103&106,101&110,114&118,95&88,110&105
O=C(O)CCN1C(=O)CCSC1=S,99,94,98,108,106,104,104,.,101
NS(=O)(=O)c1ccc(-n2ncc3c2ncn2c(Nc4ccccc4)nnc32)cc1,108,104,106,112,94,101,113,96,33
COc1cc(NC(=O)COc2ccccc2)c(C(N)=O)cc1OC,-24*,51,45,.,44,18,24,31,7.7*
C=C1CCC2C3(C)COC(c4ccc(Cl)cc4)OC3CCC2(C)C1/C=C/C1=CCOC1=O (stereo not drawn),.,43,75,85,57,59,71,39,50
Nc1cccc(C(=O)C2=Cc3cccn3Cc3cnnn32)c1,.,70,97,128,105,112,106,91,106
CN=C1Cn2c(nc3ccccc3c2=O)CN1C,103,101,116,104,113,111,108,66,101
CC(=O)OC/C=C(C)/C=C/C=C(C)/C=C/C1=C(C)CCCC1(C)C,115,80,99,114,104,110,109,89,105
CCCCCCCCCC[n+]1cccc(C(N)=O)c1,95,71,82,87,87,71,110,53,87
COC(CC(F)F)c1cn(S(=O)(=O)c2ccc(C)cc2)c2ccccc12 (stereo not drawn),16,34,43,59,35,20,21,21,15
Cc1cc(-c2ccccc2)[nH]c1-c1nccc2ccccc12,94,47,78,90,84,78,87,70,71

# Record cards, as listed above:
# COc1cc(/C=C/C(=O)c2sc(N)nc2C)cc(OC)c1O is listed as SF-539: 107; UO-31: 96; SN12C: 98; TK-10: 101; 786-0: 102; U251: 101; DU-145: 106; PC-3: 72; SF-295: 99
# O=C(COc1ccc(NC(=O)Nc2ccc(Cl)cc2)cc1)N/N=C/c1ccc(O)cc1 is listed as SF-539: 100; UO-31: 92; SN12C: 101; TK-10: 98; 786-0: 104; U251: 103; DU-145: 99; PC-3: 101; SF-295: 94

# Screens: PubChem BioAssay, NCI

# Hits appear at their usual frequency (roughly 10% active in at least one column).
